WT yeast gro inh: growth inhibition of WT yeast, mitochondrial fusion screen; mitochondrial fusion phenotypic screen, WT strain; inhibition, % at 10 µM; 190,000 tested, 2.1% active; AID 1362; in the data active = inhibition above about 58%; tested in S. cerevisiae
Myeloid diff MLP: promotes myeloid progenitor differentiation. ER-HoxA9 myeloid progenitors, lysozyme-GFP differentiation, flow cytometry. calls only at 10 µM. 360,000 tested, 1% active. AID 624256;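 active = normalized GFP-positive differentiation at or above the plate's own cutoff, the solvent-only control mean plus 3 SD; inconclusive = no clear call, values can overlap the other calls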;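 note: cells exposed to compound for four days before flow analysis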
PMI inhibitors: inhibitors of human PMI, primary screen, biochemical, fluorescence intensity, coupled assay (AID 1209) | purified PMI enzyme, coupled fluorescence intensity; higher % means a stronger effect | inhibition, % at 20 µM; hits with a dose series show IC50 in µM | 190,000 tested, 0.42% active;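 note: plate controls were DMSO vehicle for no effect and wells lacking substrate for full effect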
TNAP activation fold: human TNAP enzyme activators, primary screen, biochemical, luminescent, no phosphate acceptor, uHTS (AID 1001); purified TNAP, luminescent activation assay, no phosphate acceptor; higher activation fold means a stronger effect; one-dose activation fold at 20 µM; EC50 in µM for titrated hits; 200,000 tested, 0.03% active; in the data active = activation fold from about 3, or a potency from the dose series; inactive = the rest, 99 in 100 with activation fold below about 1.6; note: many of its hits are not listed in these tables
PMI inhibition: MPI inhibition at elevated mannose 6-phosphate – biochemical, fluorescence intensity, high mannose 6-phosphate, primary screen (AID 1220); one-dose inhibition, % at 20 µM; IC50 in µM for titrated hits; recombinant PMI enzyme, coupled fluorescence intensity; higher % means a stronger effect; 190,000 tested, 0.66% active
UTI89 phage lysis: inhibition of K1F phage lysis, E. coli UTI89, bacterial capsule biogenesis inhibitors, alamar blue (AID 488966). E. coli UTI89 K1F phage lysis, alamar blue, 2 h; higher % means a stronger effect. inhibition, % at 100 µM; hits with a dose series show IC50 in µM. 340,000 tested, 0.02% active;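 active = phage lysis inhibition, versus mean bacterial control, above a set limit; inconclusive = no clear call, values can overlap the other calls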;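 note: capsule biogenesis inhibitors block K1F phage lysis so surviving cells raise fluorescence; higher fluorescence means more inhibition of phage lysis; actives were called in the ten point dose series up to 300 µM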
P. falciparum M1AAP: malaria alanyl aminopeptidase activity blockers – biochemical, fluorogenic H-Leu-NHMec substrate, 1536-well (AID 1445) | recombinant M1AAP, H-Leu-NHMec fluorogenic kinetic assay; higher % means a stronger effect | 220,000 tested, 0.42% active | inhibition, % at 30 µM, or IC50 in µM where a hit was titrated;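 active = primary inhibition above the hit cutoff, then over 50% inhibition at one or more dose response concentrations, cut at about 23% in these data, passing the limit was not always enough; inconclusive = conflicting primary data, or primary hits not chosen for dose response; inactive = low primary inhibition, or under 50% at every dose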;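 note: plate controls were DMSO full reaction for no effect and no enzyme background for full effect; strong numbers were not always called active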
CSM14.1 death rescue: rescue of cells from ER stress-induced death, primary screen, 384-well, CSM14.1, thapsigargin, ATP luminescence (AID 1222); CSM14.1 thapsigargin-induced death rescue, ATP luminescence; higher % means a stronger effect; cellular ATP content (survival), % at 20 µM, or EC50 in µM where a hit was titrated; 190,000 tested, under 10 active;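 active = EC50 below 50 µM in the dose-response confirmation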;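 note: death triggered by thapsigargin at about 15 µM added after 2 h compound pretreatment; cell ATP read after overnight thapsigargin exposure of roughly 18 to 22 hours; normalized against plate controls of thapsigargin alone and 5% DMSO vehicle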
Lipid droplet: modulators of hepatic lipid droplet formation. AML12 mouse hepatocytes, oleate lipid droplets, BODIPY imaging. 240,000 tested, 0.4% active. inhibition, % at 6.5 µM;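 active = lipid droplet intensity inhibited by at least 50%, with more than 500 cells counted; inconclusive = wells with under 300 cells, treated as cytotoxic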
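Assay system: AML12 mouse liver cells | Compound dosing: One dose, 6.5 µM compound | Read-out basis: Droplet intensity reduction, % inhibition | Measured by: Fluorescence imaging, 20x objective, two fields per well | Schedule: Overnight treatment with compound plus oleate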
WT yeast gro inh mutant strain: recorded beside WT yeast gro inh, whose call it bears; inhibition, %; mitochondrial fusion phenotypic screen, mutant strain inhibition
Lipid droplet cells 6.5 µM: second read-out of Lipid droplet, no call of its own (marks repeat the call); cell count; measured here: cell count, cytotoxicity flag;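 cells counted across two imaged fields per well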
Myeloid diff MLP GFP+ MAC1+ %: second read-out of Myeloid diff MLP, no call of its own (marks repeat the call); GFP+ MAC1+ double positive, %; measured here: differentiation confirmed by MAC1 staining
* = called active by the depositor; i = inactive; ? = inconclusive; nt = no result given; + = active, no number; [ ] = remark or other dose. Cut-off read from the data, not from the text of the source, unless noted: active = inhibition above about 50%; inactive = the rest.

mol,WT yeast gro inh,WT yeast gro inh mutant strain,Myeloid diff MLP,Myeloid diff MLP GFP+ MAC1+ %,PMI inhibitors,TNAP activation fold,PMI inhibition,UTI89 phage lysis,P. falciparum M1AAP,CSM14.1 death rescue,Lipid droplet,Lipid droplet cells 6.5 µM
O=C(Cc1cccs1)NCc1cccs1,14,-32,i,8.2,12%,1.1,13%,3.3%,-2%,1.3%,-3,658
O=C(c1cc2c(F)cccc2s1)N1CCCC1,-17,9,i,0.1,3%,1.1,-3%,0.1%,12%,2.8%,-2,739
Cc1ccnc(NC(=O)CSc2ccccn2)c1,nt,nt,i,0.5,nt,nt,nt,0.8%,-5%,nt,24,752
O=C(CSc1nnc(-c2ccncc2)n1-c1ccc(F)cc1)NNC(=O)c1cccc(O)c1,0,-11,i,1.6,14%,1.1,11%,1.2%[50 µM],0%,1.4%,6,655
OCCN1CCN(c2ncnc3ccc(Br)cc23)CC1,5,2,i,1.8,-3%,1.1,6%,0.1%,5%,-0.8%,nt,nt
Cc1csc2c(N3CCN(C(=O)Nc4ccc(OC(F)(F)F)cc4)CC3)ncnc12,nt,nt,i,0.5,nt,nt,nt,0.1%,0%,nt,1,704
COc1cc(/C=C/C(=O)OCC(=O)NCC2CCCO2)ccc1OCC#N (stereo unspecified),11,0,i,0.4,0%,1.1,-1%,-0.2%,4%,-2.4%,8,676
Clc1ccc(NNc2ccnc3cc(Cl)ccc23)cc1,-9,3,i,1.0,-35%,0.8,-73%,-2.2%,11%,-3.7%,nt,nt
COCC(=O)NC1CCN(CC(=O)Nc2ccc(OC)cc2[N+](=O)[O-])CC1,-9,-42,i,1.4,4%,1.1,-1%,3.5%,-7%,4.6%,nt,nt
CCOC(=O)c1nnn(-c2ccc([N+](=O)[O-])cc2)c1C,1,-10,i,0.5,20%,1.1,42%,-0.5%,3%,2.4%,3,726
CCCNC(=O)c1nn2cc(Br)cnc2c1Cl,2,-2,i,0.1,0%,1,6%,-0.5%,3%,nt,6,692
CCOc1ccc(NC(=O)c2ccc(NC(=O)c3cn4c5c(c(N6CCN(C)CC6)c(F)cc5c3=O)OCC4C)cc2)cc1 (stereo unspecified),-3,-17,?,nt,12%,1.1,-2%,?,7%,-13%,2,747
CN1C(C(=O)NCc2ccco2)CC2Cn3c(nc4cc(Cl)c(Cl)cc43)C21 (stereo unspecified),nt,nt,i,2.4,nt,nt,nt,0.6%,5%,nt,20,635
Cc1cc(N)n(-c2ccc(C(=O)O)cc2)n1,2,9,i,0.0,8%,1.1,2%,-1.1%,1%,-0.6%,5,684
Cc1ccc(-c2nnn(CC(=O)NC3CCCc4ccccc43)n2)cc1 (stereo unspecified),-8,-7,i,1.5,-8%,1.1,5%,0.5%,1%,5.5%,nt,nt
CCN1C(=O)CS/C1=C(\C#N)S(=O)(=O)c1ccccc1,8,8,i,0.8,-10%,1.1,-15%,0.1%,-6%,1.1%,4,785
COC(=O)c1ccc(NC(=O)CSc2nnc(C)n2-c2ccccc2)cc1,6,-4,i,2.5,10%,1,2%,1.5%,0%,-2.1%,0,762
Cc1sc2nc(CSCC(=O)Nc3ccccc3C#N)[nH]c(=O)c2c1C,-3,-4,+,0.9*,6%,1.2,7%,-0.1%,10%,-1.2%,-1,517
CCn1c2ccccc2c2cc(NC(=O)CSc3nnc(-c4cccc(OC)c4)n3N)ccc21,18,18,i,0.7,12%,1.1,15%,0.0%,6%,0.7%,-29,540
Nc1cc2c3c(cccc3c1)C(=O)N(CCN1CCCC1)C2=O,nt,nt,+,1.3*,nt,nt,nt,0.2%,12%,nt,?,nt
N#CCSc1nc2c(c(C3CC=CCC3)c1C#N)CCC2 (stereo unspecified),31,2,i,0.4,25%,1.2,20%,0.1%,1%,-2.9%,35,687
Cc1cccc(C)c1NC(=O)CN1C(=O)NC(C)(CCc2ccccc2)C1=O (stereo unspecified),-1,1,i,0.7,4%,1,5%,0.2%,2%,-2.0%,0,642
Cc1ccc(-c2csc(NC(=O)Cc3ccc(F)cc3)n2)o1,9,8,i,0.5,20%,1.1,4%,-0.1%,8%,-0.3%,-30,707
COc1cnc(-c2cccc(C(F)(F)F)c2)[nH]c1=O,6,4,i,0.7,3%,1.1,5%,-1.0%,-2%,-0.4%,10,711
CCOC(=O)N1CCN(C(=O)c2cn(C)c3ccc(S(=O)(=O)N4CCCC4)cc3c2=O)CC1,18,15,i,2.8,-1%,1.1,-5%,1.0%,4%,-3.1%,5,746
CCC(=O)NS(=O)(=O)c1cccnc1Nc1ccccc1Cl,-6,-8,i,0.6,10%,1,10%,0.6%,-1%,3.2%,-11,784
COc1ccc(NC(=O)C2(N(CC(C)C)C(=O)Cn3nnnc3N)CCCCC2)cc1,-8,7,i,1.1,14%,1.1,12%,0.4%,5%,-0.1%,-11,731
Cc1nn(-c2ccccc2)c(C)c1C(=O)NNC(=O)C(F)(F)F,nt,nt,i,0.7,nt,nt,nt,-1.1%,4%,nt,1,649
CCC(=O)N1CCc2cc(S(=O)(=O)CCC(=O)NCc3ccco3)ccc21,-13,-7,i,0.5,-15%,1.1,4%,0.1%,-13%,0.4%,15,688
CC(=O)c1cccc(Nc2ccc(-c3ccccc3F)nn2)c1,1,5,i,0.4,2%,1.1,6%,0.4%,-2%,-1.3%,-9,684
Cc1cc(C)c(O)c(-c2cc(C(=O)NCc3ccccc3)[nH]n2)c1,56,6,i,0.2,7%,1.2,2%,-0.1%,-3%,-0.7%,15,808
CCOC(=O)CCCOC(=O)c1ccc(S(=O)(=O)N(C)C)cc1,4,-2,i,0.2,-4%,1.1,-3%,-1.0%,-4%,2.3%,2,750
S=c1[nH]nc(-c2ccn[nH]2)n1-c1ccccc1Cl,nt,nt,i,0.7,nt,nt,nt,0.2%,8%,nt,0,718
COc1ccc(OCC(=O)N2N=C(C(F)F)CC2(O)C(F)F)cc1 (stereo unspecified),-2,-7,i,0.5,-3%,1,-2%,-7.9%,5%,-0.3%,-4,579
COc1ccc(-n2c(SCC(=O)Nc3ccc(C(=O)O)cc3)nnc2-c2cccs2)cc1,0,-10,i,0.7,5%,1.1,-4%,-0.1%,0%,0.3%,-14,497
CCC(C)(C(=O)NC1CCCC1)N(C(=O)c1ccccn1)c1ccc(C)cc1 (stereo unspecified),-3,-41,i,0.4,8%,1.1,12%,0.5%,0%,-2.7%,6,830
Cc1cc(C(F)(F)F)nn1CC(=O)N1CCOCC1,16,8,i,7.4,-9%,1,-14%,0.7%,4%,-3.6%,-4,745
Cn1c(N2CCN(C(=O)NCc3ccccc3)CC2)nc2ccccc21,23,8,i,0.8,1%,1,6%,0.1%,-3%,-0.6%,nt,nt
Cc1cc(C(=O)C(=O)O)c(C)n1-c1ccc(Cl)c(Cl)c1,9,-1,i,0.7,-8%,1,-3%,0.2%,4%,-0.8%,1,539
C/C(=N\NC(=O)c1cccc(N/N=C(\C)c2cc(O)ccc2O)c1)c1cc(O)ccc1O,9,5,i,0.1,-76%,0.2,-198%,1.4%,23%,5.2%,4,650
CC1=C(C)CC(C(=O)Nc2nc(-c3ccc(F)cc3)c(C)s2)C(C(=O)O)C1 (stereo unspecified),-9,-24,i,0.2,2%,1,7%,5.5%,2%,-0.9%,0,697
O=C(NCCc1ccc(Cl)cc1)C1CCC(CNc2nc(=S)[nH]c3ccccc23)CC1 (stereo unspecified),-6,1,i,0.7,-20%,1,-18%,1.6%,3%,-0.9%,-12,725
CCn1c2ccccc2c2cc(NC(=O)c3ccc([N+](=O)[O-])cc3)ccc21,0,2,i,0.3,10%,1,14%,-0.1%,-9%,-0.5%,-12,612
N#Cc1c(-c2ccco2)ccn(Cc2cccc(F)c2)c1=O,7,2,i,0.4,-6%,1,25%,0.2%,8%,-1.6%,nt,nt

Exported field by field: two of the compounds above.
structure: CCC(C)(C(=O)NC1CCCC1)N(C(=O)c1ccccn1)c1ccc(C)cc1 (stereo unspecified)
  WT yeast gro inh: -3 | WT yeast gro inh mutant strain: -41 | Myeloid diff MLP: i | Myeloid diff MLP GFP+ MAC1+ %: 0.4 | PMI inhibitors: 8% | TNAP activation fold: 1.1 | PMI inhibition: 12% | UTI89 phage lysis: 0.5% | P. falciparum M1AAP: 0% | CSM14.1 death rescue: -2.7% | Lipid droplet: 6 | Lipid droplet cells 6.5 µM: 830
structure: Cc1cc(C(F)(F)F)nn1CC(=O)N1CCOCC1
  WT yeast gro inh: 16 | WT yeast gro inh mutant strain: 8 | Myeloid diff MLP: i | Myeloid diff MLP GFP+ MAC1+ %: 7.4 | PMI inhibitors: -9% | TNAP activation fold: 1 | PMI inhibition: -14% | UTI89 phage lysis: 0.7% | P. falciparum M1AAP: 4% | CSM14.1 death rescue: -3.6% | Lipid droplet: -4 | Lipid droplet cells 6.5 µM: 745

Two compounds drawn at random from the list so far:
mol,WT yeast gro inh,WT yeast gro inh mutant strain,Myeloid diff MLP,Myeloid diff MLP GFP+ MAC1+ %,PMI inhibitors,TNAP activation fold,PMI inhibition,UTI89 phage lysis,P. falciparum M1AAP,CSM14.1 death rescue,Lipid droplet,Lipid droplet cells 6.5 µM
CCOC(=O)CCCOC(=O)c1ccc(S(=O)(=O)N(C)C)cc1,4,-2,i,0.2,-4%,1.1,-3%,-1.0%,-4%,2.3%,2,750
Cn1c(N2CCN(C(=O)NCc3ccccc3)CC2)nc2ccccc21,23,8,i,0.8,1%,1,6%,0.1%,-3%,-0.6%,nt,nt

Bioassay records as filed in PubChem BioAssay.
